# MEKK2 WT-MEK5: raises or lowers MEK5 binding to wildtype human MEKK2 PB1 domain | Q9Y2U5 | bead flow cytometry, Alexa488-MEK5 binding to MEKK2 WT; actives lie on both sides | binding response (% of control), % at 10 µM | 290,000 tested, 1.1% active | AID 1531; in the data active = binding response below about 67% or above about 130%; inconclusive = no clear call, values can overlap the other calls; inactive = in between
# SUMO HTRF inh: blocks human SUMOylation mediated by UBC9; P63279; HTRF SUMOylation assay, SAE1/SAE2 + UBC9, in vitro; inhibition, % at 35 µM; 290,000 tested, 0.36% active; in the data active = inhibition above about 50%, passing the limit was not always enough; inconclusive = no clear call, values can overlap the other calls; also: strong numbers were not always called active
# Target sequence (P63279 whole entry, looked up): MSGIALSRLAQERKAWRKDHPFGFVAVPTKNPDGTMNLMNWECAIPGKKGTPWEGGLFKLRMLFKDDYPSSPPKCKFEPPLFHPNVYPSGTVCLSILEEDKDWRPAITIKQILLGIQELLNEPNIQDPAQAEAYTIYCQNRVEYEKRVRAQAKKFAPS
# CRFBP-R2 agonist: agonists of human CRF-binding protein/CRF-R2 receptor complex | HEK293 CRF-R2/CRF-BP, calcium dye fluorescence (FLIPR); percent of saturating CRF peptide response | activation, % at 13.2 µM | 350,000 tested, 0.46% active | AID 588473;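 active = activation of at least 50%, plus an integration ratio under a set limit after plate pattern correction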;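 also: plate controls were neutral control wells without compound for no effect and CRF at EC100 for full effect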
# GalR3 antagonist: human GalR3 antagonism. O60755. HEK293 GalR3-CNG cAMP membrane potential fluorescence; galR3 body fused to GalR1 C-terminus. inhibition, % at 3 µM. 360,000 tested, 0.44% active. AID 651719;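 active = inhibition above the screen-wide average plus 3 SD, cut at about 13% in these data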;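 also: forskolin and galanin both at EC90 stimulate the cells; cAMP rise reported by CNG channel membrane potential dye signal; 0% = forskolin plus galanin with DMSO and 100% = forskolin alone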
# Target sequence (O60755 1-299 limits assumed): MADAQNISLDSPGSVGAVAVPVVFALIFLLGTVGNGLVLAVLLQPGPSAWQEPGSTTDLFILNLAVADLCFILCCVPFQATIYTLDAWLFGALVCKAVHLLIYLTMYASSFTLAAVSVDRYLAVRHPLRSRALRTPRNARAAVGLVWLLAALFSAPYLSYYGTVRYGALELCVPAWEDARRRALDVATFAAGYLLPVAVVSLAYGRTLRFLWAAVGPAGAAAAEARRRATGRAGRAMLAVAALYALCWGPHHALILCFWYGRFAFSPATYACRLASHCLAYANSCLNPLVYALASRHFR
# MEKK2 mut-MEK5: signal of MEK5 binding to mutant human MEKK2 PB1 domain; AID 1530; 290,000 tested, 0.35% active; bead flow cytometry, Alexa488-MEK5 binding to MEKK2 mutant; percent response, % at 10 µM; in the data active = percent response above about 24%, passing the limit was not always enough; also: inactives centre near 1; some results filed as inactive read as strong as hits
# FID counter: counter-screen for HCV NS3 helicase inhibitors: DNA intercalator displacement | DNA fluorescent intercalator displacement, fluorescence | inhibition, % at 7.9 µM | 290,000 tested, 0.17% active | AID 1845; in the data active = inhibition above about 37%;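 also: 0% = vehicle and 100% = reference compound; higher means more ethidium bromide displaced from hairpin DNA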
# NS3 helicase inh: blocks Hepatitis C virus NS3 helicase unwinding. 290,000 tested, 0.56% active. NS3 helicase DNA unwinding, Cy5 molecular beacon fluorescence. inhibition, % at 10.9 µM;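 active = inhibition above the mean of all tested compounds plus 3 SD, set per campaign, cut at about 35% in these data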;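 also: 0% = DMSO wells and 100% = thioflavine S control wells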
#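 Control set: DMSO versus 110 µM thioflavine S; Material: NS3 helicase fragment of HCV; Measured by: Cy5 fluorescence at 0 and 60 min, beacon hairpin quenching; Read-out basis: percent inhibition from t60/t0 fluorescence ratio; Times: reaction time 60 min, 25 °C; Repeats: single replicate; Compound dosing: single dose, 10.9 µM nominal final, DMSO 0.8% final.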
# MEKK3 PB1 HTS: raises or lowers MEK5 binding to the human MEKK3 PB1 domain | Q99759 | bead-based flow cytometry, Alexa488-MEK5 binding to MEKK3; actives lie on both sides; 0 = blocked by unlabeled MEK5, 100 = vehicle | binding response (% of control), % at 10 µM | 290,000 tested, 1.4% active;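 active = binding response more than 3 SD above or below the average of its plate-row segment, actives on both sides; inconclusive = wells at one plate position flagged as instrument error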;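 also: Alexa488 bead fluorescence after subtracting the streptavidin-only scavenger bead signal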
# Target sequence (Q99759 whole entry, looked up, the tested form may be a part): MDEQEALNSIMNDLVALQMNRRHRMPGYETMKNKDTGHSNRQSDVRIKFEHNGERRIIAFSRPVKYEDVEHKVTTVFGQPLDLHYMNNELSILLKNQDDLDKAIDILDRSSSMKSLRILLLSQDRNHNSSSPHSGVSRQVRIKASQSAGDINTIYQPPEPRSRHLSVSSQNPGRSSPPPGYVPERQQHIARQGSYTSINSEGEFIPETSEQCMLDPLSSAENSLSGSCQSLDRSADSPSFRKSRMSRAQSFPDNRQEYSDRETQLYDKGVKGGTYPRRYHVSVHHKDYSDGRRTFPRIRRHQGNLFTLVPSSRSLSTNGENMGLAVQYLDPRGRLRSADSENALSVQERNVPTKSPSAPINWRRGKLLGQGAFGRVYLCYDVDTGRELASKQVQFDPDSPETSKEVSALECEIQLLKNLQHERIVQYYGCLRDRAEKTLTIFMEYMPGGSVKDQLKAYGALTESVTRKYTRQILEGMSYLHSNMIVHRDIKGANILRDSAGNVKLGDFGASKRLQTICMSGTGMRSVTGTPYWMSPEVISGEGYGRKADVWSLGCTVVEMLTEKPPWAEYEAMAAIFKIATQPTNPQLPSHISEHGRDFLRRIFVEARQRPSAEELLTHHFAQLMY
# CRFR2-BP antag: antagonists of CRF-binding protein/CRF-R2 receptor complex | HEK293 CRF-R2/CRF-BP, CRF-induced calcium fluorescence | inhibition, % at 11.8 µM | 350,000 tested, 0.59% active;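 active = inhibition of the ligand-induced calcium signal above about 50% at the single tested concentration, limit read from the data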
# An asterisk follows results filed as active; ? = inconclusive; · = not tested or not shown. Only part of the results is shown; the hit share may differ from the screen's.
SMILES,MEKK2 WT-MEK5,SUMO HTRF inh,CRFBP-R2 agonist,GalR3 antagonist,MEKK2 mut-MEK5,FID counter,NS3 helicase inh,MEKK3 PB1 HTS,CRFR2-BP antag
C/C(=N\NC(=S)NCc1ccccc1)c1ccccc1F,96,11,-0.7,-2,-9,-8,-10,100,24
CCOC(=O)Cc1cnc(NC(=O)CSc2nc(C)cc(C)n2)s1,81,14,1.2,-6,-15,-23,-1,94,3
O=C(CN(c1ccccn1)S(=O)(=O)c1ccccc1)Nc1ccccc1,89,-2,1.3,2,-9,-2,-1,100,1
O=C(Nc1ccc2c(c1)oc1ccccc12)C1CC1,88,4,0.7,-7,-8,1,-6,87,11
O=C(CCCC(=O)OCC(=O)c1cccs1)Nc1ccc(Oc2ccccc2)cc1,100,-19,1.6,-5,-3,-16,-11,96,7
O=C(NCc1ccc2c(c1)OCO2)c1ccc2c(c1)OCCO2,90,-3,-2.4,-2,-11,-1,4,86,16
COCCCn1c(C(=O)N2CCOCC2)cc2c(=O)n3cccc(C)c3nc21,101,20,-1.3,2,2,-38,-1,100,11
CC1CCN(c2cc(N3CCC(C)CC3)c([N+](=O)[O-])cc2/C=C(\C#N)c2nn(-c3ccccc3)c(N)c2C#N)CC1,·,9,-0.3,3,·,-5,-2,·,2
CC(C)n1cnc2c(Nc3ccc(F)c(Cl)c3)nc(NCCO)nc21,98,2,-0.3,-2,-3,-14,-28,98,0
C=CCNC(=O)/C(C#N)=C/c1c(N2CC(C)OC(C)C2)nc2ccccn2c1=O (centres undefined),103,16,-0.2,-8,0,-6,-11,103,14
CCCOc1ccc2oc(=O)c3c(c2c1)CCCN3C(=O)CN1CCCC(C(=O)OCC)C1 (centres undefined),103,-4,-0.4,5,-5,-18,-15,103,-8
C#CCOCCOCCOCCNc1nc(N2CCN(C(=O)[C@H](Cc3ccc(O)cc3)n3cc([C@@H](N)C(C)CC)nn3)CC2)nc(N2CCN(C(=O)[C@H](Cc3cc4ccccc4[nH]3)n3cc([C@@H](N)C(C)CC)nn3)CC2)n1 (some centres undefined),208*,-15,-1.7,·,59*,51*,-31,111,1
CC(C)OC(=O)c1cc2c(ccn2C)n1CC(=O)N(Cc1ccccc1)c1ccc(F)cc1,94,3,0.2,-5,-2,-42,38*,102,18
CCC1(c2ccc(F)cc2)NC(=O)N(CC(=O)NCc2ccccc2Cl)C1=O (centres undefined),105,-5,-0.4,-9,2,-17,24,105,-2
O=C(COc1ccccc1)NCC(=O)NC1=NCCS1,102,26,-0.4,1,0,-5,2,104,1
N#Cc1cccc(C(c2nnnn2Cc2ccccc2)N2CCCC2)c1 (centres undefined),105,9,0.1,0,9,-2,4,109,9
O=P(O)(CCc1ccncc1)CN1CCCCC1,91,4,0.8,-1,0,-2,1,92,-2
Cc1ccc(NC(=O)c2sc3nc(CCl)[nH]c(=O)c3c2C)c(C)c1,91,-4,-4.0,-3,-2,-3,7,89,5
O=C(O)c1ccc(NS(=O)(=O)c2ccc(Cl)c(C(=O)Nc3ccccc3[N+](=O)[O-])c2)cc1,108,6,-0.2,0,13,-19,2,105,5
CC(NC(=O)c1ccnc(C(C)(C)C)c1)c1ccccc1 (centres undefined),98,7,-0.9,-6,-4,-12,2,98,-8
Cc1cc(C)nc(SCc2nnc(SCC(=O)O)n2-c2ccccc2)n1,103,15,-0.9,-9,2,-25,-1,104,2
CCOC(=O)CSc1nc2sc(C)c(C)c2c(=O)n1C,95,11,-0.3,1,-8,-10,2,100,3
O=C(CN(C(=O)CNS(=O)(=O)c1ccccc1)c1ccc2c(c1)OCCO2)NC1CCCCC1,90,12,-2.5,-1,-12,-36,6,86,-18
N#CCSc1nnc(COc2cccc3ccccc23)n1-c1ccccc1,99,7,-1.6,-7,2,-23,-16,100,-2
CCn1c(C)cc(/C=C2/NC(=O)N(Cc3ccccc3F)C2=O)c1C,101,0,6.7,-2,0,-3,18,102,-8
Cn1nnc(NC(=O)c2cccc(F)c2)n1,96,25,0.2,-4,-1,9,-7,99,-4
COCCCNC(=S)N(CCCN(C)C)Cc1cc2cc3c(cc2[nH]c1=O)OCCO3,111,4,0.1,-11,5,-1,-2,104,-3
C/C(=N/OC(=O)c1ccc(Br)cc1)c1ccc(C)cc1,99,-3,1.7,-4,2,-5,10,98,2
Cc1ccccc1SCC(=O)NC1CCOC1=O (centres undefined),98,-5,-0.9,-2,-1,-6,4,102,7
O=C(O)c1cc2ccccc2c(N=Nc2cccnc2)c1O,100,-6,-1.4,·,1,-18,2,101,11
O=C(CSc1nnc(Nc2ccccc2)s1)NN1C(=O)NC2(CCCCC2)C1=O,97,19,-1.6,-3,-1,-16,-4,100,14
Cc1ccc(C(c2nnnn2C2CCCCC2)N2CCN3CCCC3C2)cc1 (centres undefined),94,-17,-1.5,-2,-1,8,-7,97,-26
COCCCn1c(=O)/c(=C\c2ccc(OC(F)F)c(OC)c2)s/c1=C(/C#N)C(N)=O,105,42,3.2,-5,4,-5,-7,98,-17
COc1ccc(-n2c(C)nc3c(cnn3-c3ccc(Cl)cc3)c2=O)cc1,109,6,0.3,-7,5,0,-12,107,-8
O=C(COC(=O)CNS(=O)(=O)/C=C/c1ccccc1)Nc1cccc2ccccc12,103,19,-0.1,-5,-1,-1,-1,108,0
C/C(=N\NC(=O)Cc1ccc(Cl)cc1)c1cccc(NC(=O)c2cccnc2)c1,108,10,-0.8,2,5,-38,-15,104,-3

# 3 compounds from above, reduced to NS3 helicase inh, MEKK3 PB1 HTS and MEKK2 mut-MEK5:
Compound | NS3 helicase inh | MEKK3 PB1 HTS | MEKK2 mut-MEK5
COCCCNC(=S)N(CCCN(C)C)Cc1cc2cc3c(cc2[nH]c1=O)OCCO3 | -2 | 104 | 5
C/C(=N/OC(=O)c1ccc(Br)cc1)c1ccc(C)cc1 | 10 | 98 | 2
Cc1ccccc1SCC(=O)NC1CCOC1=O (centres undefined) | 4 | 102 | -1

# (next part)
SMILES,MEKK2 WT-MEK5,SUMO HTRF inh,CRFBP-R2 agonist,GalR3 antagonist,MEKK2 mut-MEK5,FID counter,NS3 helicase inh,MEKK3 PB1 HTS,CRFR2-BP antag
O=C(Nc1nc(=O)n(C(=O)c2cccc(C(F)(F)F)c2)s1)c1ccccc1,99,1,-1.0,12,-7,5,5,83,15
COc1ccc(CC(=O)N2CCN(c3ccccc3OC)CC2)cc1,99,10,-0.8,-11,2,-27,18,96,-4
COC(=O)c1ccc(CSc2nc(-c3ccco3)cc(C(F)(F)F)n2)o1,98,14,-0.8,-4,0,-7,7,101,25
CCOC(=O)C1CCN(C(=O)/C=C/c2ccc(OC)cc2)CC1,105,-8,0.4,-6,3,-22,-9,100,-9
COc1cc(CC(NC(C)=O)C(=O)NC2CCN(c3nc(C)cc(C)c3C#N)CC2)cc(OC)c1 (centres undefined),·,23,1.6,-6,·,0,1,·,-21
COc1ccc(S(=O)(=O)N(C)CC(=O)Nc2ccccc2C(F)(F)F)cc1OC,102,-3,7.0,0,1,-16,-1,102,29
Cc1ccccc1NC(=O)NC1(C(=O)N2CCN(C)CC2)CCCCC1,100,7,0.5,-1,-1,2,7,100,-5
Nc1cc(OC(=O)c2ccc(F)cc2)nn1S(=O)(=O)c1ccc(F)cc1,101,9,-0.5,-6,4,-15,-6,101,2
CCC(C)(C)c1ccc(Oc2ccc(NC(=O)COC(=O)C3=COCCO3)cc2)cc1,116,-37,1.1,6,2,-22,-5,100,-5
Cn1c(CN2CCN(c3ccccc3NS(C)(=O)=O)CC2)nc2ccccc21,105,-3,0.7,3,5,-30,-16,104,-1
NC1=NC(=O)/C(=C/c2ccc(OCC(=O)O)cc2)S1,116,-3,2.6,-2,14,1,-4,110,12
O=C(NCc1ccccc1)c1cc2ccccc2oc1=O,109,-2,0.7,-9,3,-7,2,107,-13
O=C(Nc1ccccc1Cl)c1cccc(NC(=O)C2C3CC4OC(=O)C2C4C3)c1 (centres undefined),98,-2,-0.3,-5,0,-7,-6,99,-4
C#CCN(C(=O)Nc1ccccc1)c1ccccc1,96,-1,1.3,3,-5,-1,-2,90,-13
CC(C)c1nnc(NC(=O)CSc2ccccc2)s1,110,19,-1.3,2,9,-5,6,107,-14
CC(=O)N(C)c1ccc(N=Nc2c(C)[nH]n(C(N)=S)c2=O)cc1,89,-10,-2.6,-2,-9,-2,-3,91,8
O=C(N1CCCCC1)C1(c2ccccc2)CCCCC1,104,9,-0.1,-11,6,-21,-4,105,-10
C=C1CSc2nc(=O)c3c4c(sc3n21)CCC4,99,13,0.1,-2,4,·,·,101,-1
O=C(c1ccc2[nH]c(=O)c(=O)[nH]c2c1)N1CCN(c2ccccc2)CC1,104,14,0.1,-7,0,-9,9,101,-9
CCOC(=O)CSc1nc(C)cc(C)c1C#N,100,2,0.1,-3,1,-1,-3,98,-4
CSCC[C@H](NC(=O)[C@@H]1Cc2ccccc2CN1)C(=O)Nc1ccc2c(c1)OCO2,103,21,3.1,0,2,9,-8,96,5
Cc1cc(CN(C)C(=O)c2ccc3nc(Cc4ccccc4F)oc3c2)n[nH]1,106,6,-0.9,-2,16,-40,1,104,5
CCOc1ncccc1C(=O)Nc1ccc(F)c(F)c1,97,4,-3.9,2,-1,8,-8,97,12
Cc1noc(C)c1C(=O)OCC(=O)Nc1ccccc1Oc1ccccc1,97,10,0.7,5,-3,-13,-2,95,38
S=C(Nc1ccccc1)N1CCCCCC1,110,19,-1.6,-4,3,-7,4,105,-2
Cc1ccc(C(=O)COC(=O)CCC(=O)Nc2cc(Cl)ccc2Cl)cc1[N+](=O)[O-],101,-7,-1.2,1,4,1,-2,102,4
Cc1cc(Br)cc(/C=N/NC(=O)c2ccc3c(c2)OCO3)c1O,106,1,0.4,-5,1,-3,10,101,8
O=C(OCc1nc2ccccc2s1)C1CCN(C2=NS(=O)(=O)c3ccccc32)CC1,?,27,1.2,-5,-15,-23,-8,?,-13
Cc1cccc(-c2ncc(CN3CCCC(CO)(Cc4ccccc4C)C3)cn2)c1 (centres undefined),104,1,1.0,-8,-4,0,-16,102,-23
COc1ccccc1C1=NOC(COc2ccc3c(C)cc(=O)oc3c2)C1 (centres undefined),99,13,-0.4,2,-4,-30,0,105,0
CCc1ccccc1NC(=O)C1CCN(c2cnccn2)CC1,102,21,-1.6,-9,4,-8,-7,102,6
O=C(Nc1nnc(S(=O)(=O)N2CCCCCC2)s1)c1ccccc1F,99,6,4.3,-8,-1,-30,-13,100,-2
Cc1cc2nn(-c3cccc4ccccc34)nc2cc1NC(=O)c1cccs1,93,16,0.0,-6,-4,-13,-14,92,17
O=S(=O)(CCSc1nc2ccccc2o1)Cc1ccccc1,100,20,-0.9,-2,-2,-1,7,101,-27
CCN(CC)c1ncnc2c1cnn2C,98,16,-0.6,-7,2,-5,7,99,4
CCN(CC(=O)NCCCn1ccnc1)S(=O)(=O)c1ccc(C)cc1,107,13,-1.8,-8,0,-4,-14,104,-4
CS(=O)(=O)Nc1ccc(-c2nnc3n2CCCCC3)cc1,108,3,-1.5,-10,7,6,5,102,5

# Screening data as filed in PubChem BioAssay.
